SUMO1 PPI mod: modulators of human SUMO1-mediated protein-protein interactions. inhibition, % at 20 µM. AID 602429. SUMO1 binding to a labelled peptide, TR-FRET, 1 h. P63165. 0.33% of 360,000 active; in the data active = inhibition above about 37%
CSN deneddyl inh: blocks human CSN-mediated cullin deneddylation. Q92905. 0.38% of 360,000 active. Purified CSN, SCF-Nedd8-OG deneddylation, fluorescence polarization. inhibition, % at 12.5 µM;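 active = pattern-corrected inhibition above about 35%, with an unprinted fluorescence ratio check between 0.5 and 1.5, limit read from the data, passing the limit was not always enough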;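 note: 0% = enzyme with substrate and 100% = substrate without enzyme; some results filed as inactive read as strong as hits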
Target sequence (Q92905 whole entry, looked up, one chain of several): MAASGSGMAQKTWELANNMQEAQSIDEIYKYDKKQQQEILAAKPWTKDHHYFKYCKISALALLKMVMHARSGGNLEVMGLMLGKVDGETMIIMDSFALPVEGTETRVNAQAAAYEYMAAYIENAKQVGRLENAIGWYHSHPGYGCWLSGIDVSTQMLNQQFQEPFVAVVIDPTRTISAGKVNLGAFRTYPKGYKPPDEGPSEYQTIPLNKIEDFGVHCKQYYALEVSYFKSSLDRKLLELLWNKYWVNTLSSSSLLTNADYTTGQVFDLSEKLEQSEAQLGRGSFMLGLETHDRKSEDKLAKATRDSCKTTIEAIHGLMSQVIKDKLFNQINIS
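assay system = purified human Csn5 enzyme expressed in HEK293T cells | amount = 0.24 nM enzyme | buffer or medium = Tris/NaCl/DTT buffer, pH 7.5 | reagent = 10 nM SCFSkp2-Nedd8OG | compound = one concentration, 12.5 µM, 0.25% DMSO | times = 90 min reaction at room temperature | signal = FP | read-out basis = % inhibition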
DNMT1 inh: blocks human DNA methyltransferase DNMT1; inhibition (reported as % activation of signal), % at 10 µM; P26358; AID 588458; DNMT1 molecular beacon, Hinp1I cleavage, fluorescence; 0.83% of 360,000 active; in the data active = inhibition above about 50%
STEP block: STEP (human) phosphatase inhibition | P54829 | recombinant STEP, OMFP fluorogenic substrate, fluorescence | inhibition, % at 20 µM | 0.25% of 360,000 active;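 active = inhibition at 20 µM, scaled per plate between control wells, above about 37%, limit read from the data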;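 note: 0% = DMSO with enzyme and substrate and 100% = substrate only without enzyme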
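System: STEP (striatal-enriched tyrosine phosphatase) enzyme, cell-free; medium: Bis-Tris pH 6.0 buffer with DTT, detergent; dosing: 20 µM, 1% DMSO; times: reaction 20 min, ambient temperature; detection: fluorescence, 480/540 nm; read-out basis: normalized % inhibition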
NadD inh: inhibitors of Staphylococcus aureus NadD; purified NadD enzyme, colorimetric absorbance read-out; inhibition, % at 20 µM; 0.78% of 360,000 active; AID 602399; in the data active = inhibition above about 26%; note: some compounds past the cut are filed as inactive
Rpn11 block: Rpn11 (human) deubiquitinase inhibition. 0.59% of 360,000 active. human 26S proteasome, Ub4-pepOG fluorescence polarization; 20S core pre-blocked with epoxomicin. AID 588493. O00487. calls only at 20 µM;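 active = inhibition at 20 µM, scaled to each plate's controls, above about 33%, limit read from the data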
Target sequence (O00487 whole entry, looked up): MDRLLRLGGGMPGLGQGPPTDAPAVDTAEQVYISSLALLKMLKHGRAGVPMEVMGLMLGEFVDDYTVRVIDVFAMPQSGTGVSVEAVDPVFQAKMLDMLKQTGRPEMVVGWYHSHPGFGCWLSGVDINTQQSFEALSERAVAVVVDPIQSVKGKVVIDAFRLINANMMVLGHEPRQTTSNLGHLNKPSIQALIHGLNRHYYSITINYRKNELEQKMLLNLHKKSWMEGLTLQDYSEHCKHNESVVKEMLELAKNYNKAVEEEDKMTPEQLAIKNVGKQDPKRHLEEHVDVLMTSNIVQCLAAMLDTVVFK
PABP1 MLLE inh: inhibitors of microRNA-mediated deadenylation, human PABP1 MLLE binding; P11940; GST-MLLE / FITC-PAM2 fluorescence polarization; inhibition, % at 20 µM; 0.36% of 360,000 active; in the data active = inhibition above about 35%, passing the limit was not always enough;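 note: plate controls were DMSO wells with GST-MLLE for no effect and wells lacking GST-MLLE protein for full effect; some results filed as inactive read as strong as hits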
LMPTP inh: blocks human LMPTP phosphatase; P24666; recombinant LMPTP-A, OMFP fluorogenic substrate, fluorescence intensity; inhibition, % at 20 µM; 0.22% of 360,000 active;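 active = compounds that cut the enzyme signal by at least half of the control window in the single-dose screen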;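 note: plate controls were DMSO wells with enzyme plus substrate for no effect and substrate without enzyme for full effect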
Target sequence (P24666 whole entry, looked up): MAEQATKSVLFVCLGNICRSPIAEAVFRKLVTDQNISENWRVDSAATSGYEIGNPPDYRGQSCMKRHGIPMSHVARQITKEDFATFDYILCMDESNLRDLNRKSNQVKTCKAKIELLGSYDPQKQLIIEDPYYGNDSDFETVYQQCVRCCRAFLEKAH
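Test system: LMPTP-A phosphatase enzyme. Amount: LMPTP-A at 0.625 nM final in the reaction. Reagent: OMFP substrate, 400 µM final. Times: 50 min at room temperature. Signal: endpoint fluorescence intensity from OMFP dephosphorylation. Read-out basis: % inhibition. Benchmarks: no-enzyme and uninhibited controls.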
TbMetRS inhib: blocks T. brucei methionyl-tRNA synthetase activity; 0.4% of 360,000 active; AID 624268; purified T. brucei MetRS, ATP depletion, Kinase-Glo luminescence; inhibition, % at 11.9 µM;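 active = inhibition above a per-plate cutoff of the control wells' mean inhibition plus 3 SD, cut at about 5.5% in these data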;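 note: 0% = DMSO wells median and 100% = median of wells with control inhibitor compound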
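Test system: purified T. brucei MetRS enzyme. Also added: ATP, methionine and E. coli bulk tRNA substrates. Compound: 11.9 µM single point. Schedule: 15 min enzyme-compound preincubation, 2 h reaction, 10 min detection, 25 °C. Signal: luciferase luminescence of residual ATP, Kinase-Glo. Evaluation: percent inhibition versus plate control medians. Controls: DMSO wells, low control.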
Scp-1 inhibitor: Scp-1 (human) phosphatase inhibition; AID 493091; Recombinant Scp1, phosphopeptide, malachite green phosphate absorbance; inhibition, % at 20 µM; Q9GZU7; 0.88% of 340,000 active;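 active = inhibition above about 50% at 20 µM, limit read from the data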;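 note: plate controls were DMSO wells with enzyme for no effect and wells lacking enzyme for full effect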
Target sequence (Q9GZU7 76-261 limits assumed): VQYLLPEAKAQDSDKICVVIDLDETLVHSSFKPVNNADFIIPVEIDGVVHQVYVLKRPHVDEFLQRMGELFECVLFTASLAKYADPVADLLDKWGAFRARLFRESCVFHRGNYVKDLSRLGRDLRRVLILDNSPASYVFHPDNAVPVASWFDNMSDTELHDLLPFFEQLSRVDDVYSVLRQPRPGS
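assay system = SCP-1 phosphatase catalytic domain, residues 76-261 | buffer or medium = 50 mM Tris acetate pH 5.5, 0.005% Tween-20, 10 mM MgCl2 | incubation = enzyme reaction 45 min at room temperature, colour 5 min, stabilisation 30 min | signal = Phosphate-binding colour reagent, absorbance read at 630 nm | measure = % inhibition at 20 µM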
Active calls of the source: *; i = inactive; . = no result given; + = active, no number. Not all compounds are listed (hit frequency here may not be typical).

SMILES	SUMO1 PPI mod	CSN deneddyl inh	DNMT1 inh	STEP block	NadD inh	Rpn11 block	PABP1 MLLE inh	LMPTP inh	TbMetRS inhib	Scp-1 inhibitor
CCCOC(=O)C1C2c3ccccc3C(c3ccccc32)C1C(=O)O (stereo not given)	0.5	-5.8	6.5	1.5	2.8	i	-11.2	-1.5	0.1	1.6
CCOC(=O)c1c(C)n(Cc2ccccc2)c2ccc(OCC(O)Cn3nc(C)nc3C)cc12 (stereo not given)	-1.5	0.9	-7.8	-0.5	-9.5	i	3.4	0.4	-0.4	3.5
Cc1cc(C(=O)Nc2ccccc2)nn1C(C)(C)C	1.7	-0.8	-4.2	2.5	-3.2	i	-0.6	-0.2	-0.2	-9.5
CC[N+](C)(CC)CCCCOc1ccc2c(c1)C(=O)c1cc(OCCCC[N+](C)(CC)CC)ccc1-2	-47.7	92.3	53.6*	2.5	15.0	i	-134.3	3.1	-0.5	102.7*
CC(C)CNC(=O)c1c(N)n(Cc2ccc3c(c2)OCO3)c2nc3ccccc3nc12	45.9*	24.3	-19.5	-2.6	11.5	i	8.2	6.5	3.0	-5.0
CC(O)C1C=CC=CC(=O)OC2CC3OC4C5OC5(C)CCC4(COC(=O)C4OC4(C)C(O)CO1)C2(C)C31CO1 (stereo not given)	-1.5	-2.6	1.8	1.5	3.9	i	18.1	-1.3	-0.4	4.7
O=C(CCC(=O)N1CCC2(CC1)OCCO2)Nc1nnc(C2CCCCC2)s1	-3.8	-0.3	3.9	-0.2	-4.8	i	0.5	-1.1	-1.3	-4.3
CCN1C(=O)/C(=C/c2ccc3c(c2)CCN3CCCCl)C(=O)NC1=S	14.6	18.1	101.6*	9.3	31.2*	i	-41.4	13.1	-0.1	2.4
COc1ccc(CCNCc2ccc(F)cc2)cc1OC	0.5	1.8	-2.4	2.1	-6.6	i	-3.2	-0.9	-0.2	0.7
C=CCn1c(O)c(C(CC)=Nc2ccc(N(C)C)cc2)c(=O)[nH]c1=O	-8.3	0.7	-5.6	-0.2	2.7	i	6.7	2.7	-0.8	-1.9
CC12CC[C@H]3[C@@H](CCC4(O)C[C@H](O)CCC34/C=N/NC(=O)Cc3ccccc3)C1(O)CCC2C1=CC(=O)OC1 (stereo not given in full)	5.8	1.1	-1.0	-0.7	-8.9	i	-2.0	-2.4	-0.1	-5.2
COc1cccc(NP(=O)(Oc2ccccc2)Oc2ccccc2)c1	0.7	-13.6	1.2	-0.2	-9.4	i	-99.2	0.4	-0.8	-3.1
CC(C)CN1Cc2cc(-c3ccccc3)ccc2-n2nncc2C1	6.5	8.2	-2.8	-1.6	-2.8	i	0.9	-0.3	-1.1	.
C=CCn1c(O)c(/C(CC)=N/NC(=S)Nc2ccccc2)c(=O)[nH]c1=O	4.8	-2.8	0.1	-1.8	1.0	i	-49.4	-1.2	-0.3	2.3
CC(C)(C)c1ccc(CN2C(=O)CN=C(c3ccccc3)c3ccccc32)cc1	-2.6	-0.7	7.4	2.7	11.0	i	7.7	4.3	-0.9	7.1
COc1ccc(CCNCc2ccncc2)cc1	-2.7	-5.6	2.1	-2.6	4.1	i	-2.8	-1.4	-0.9	1.1
O=C(Cn1ncc2ccccc21)N1CCC2(CC1)OCCO2	2.2	2.5	5.6	-6.4	0.6	i	5.5	-1.3	0.3	-10.7
CCN(CC)C(=O)c1ccc(NC(=O)COc2ccc(-c3nn(C)c(=O)c4ccccc34)cc2)cc1	-4.0	2.1	0.2	1.5	8.3	i	5.7	1.1	-0.3	-5.9
O=C1NC(=O)C(=Cc2ccc(-c3ccc(F)cc3O)o2)C(=O)N1	6.5	-2.3	28.2	1.3	6.1	i	-120.2	-0.8	-0.5	95.5*
C=CCn1cc(C=C2C(=O)NC(=O)NC2=O)c2ccccc21	-19.5	6.2	7.5	-8.7	2.3	i	65.2	-0.3	-1.6	30.5
Oc1ccc(Cl)cc1CN1CCN(Cc2ccccc2)CC1	1.3	3.5	4.1	-1.3	-7.8	i	-1.1	-1.2	-1.4	-3.4
C[C@]12CCC3C(CC[C@H]4C[C@H](O)CC[C@]34C)C1C[C@@H](CCCCl)[C@@H]2O (stereo not given in full)	8.3	-1.1	-9.1	-0.8	-5.9	i	-8.1	1.0	0.2	.
O=S(=O)(c1ccc(Cl)cc1Cl)N1CCCC1c1cccnc1 (stereo not given)	3.1	-2.8	0.7	1.0	-3.5	i	-4.9	-0.2	-0.6	7.4
CCOC(=O)Cn1cc(C(=O)c2ccccc2)c2ccccc21	3.0	2.7	3.1	0.9	-1.9	i	-8.3	-0.2	0.6	-12.3
Cc1nnc(SCc2nc3ccccc3c(=O)n2-c2ccccc2Cl)n1N	-1.2	0.2	-1.3	-2.2	3.3	i	-52.8	-1.9	-1.8	-0.1
O=C(Nc1ccc(C(F)(F)F)cc1)OC1CN2CCC1CC2 (stereo not given)	1.2	-1.6	-2.2	1.8	-6.0	i	-1.6	-1.0	-0.6	-10.5
COc1ccc(C(=O)C2CCCN(CCO)C2)c(C)c1 (stereo not given)	0.2	3.1	-2.8	-0.8	2.3	i	8.5	-0.3	-0.5	-5.0
COc1cc(CCN)ccc1O	2.5	-0.5	3.3	2.2	-1.4	i	-9.7	-0.6	-0.3	-14.5
N=C1c2ccccc2CN1c1ccc(F)c([N+](=O)[O-])c1	-21.9	0.2	-0.5	1.7	-4.1	i	10.0	-0.8	0.1	-1.7
O=C(CCCN1CCC2(CC1)C(=O)NCN2c1ccccc1)c1ccc(F)cc1	7.5	3.1	-2.2	-2.9	-3.9	i	6.8	-0.7	-0.6	-3.5
Cc1nn(Cc2ccccc2)c(Cl)c1C(=O)Nc1ccc(OC(F)(F)F)cc1	3.5	4.7	3.9	7.7	-5.5	i	0.9	0.9	0.9	-11.1
CCC1(c2ccccc2)C(=O)N(C)C(=O)N(C)C1=O	-4.2	2.0	1.3	-3.0	-3.0	i	0.0	0.7	-0.2	0.5
CC/C(CC(c1ccccc1)c1c(O)c2ccccc2oc1=O)=N\NC(N)=S (stereo not given)	-0.7	-2.5	8.6	3.1	-4.2	i	-105.1	-0.1	0.7	56.0*
O=C(NC1CC2CCCC(C1)N2)c1ccccc1 (stereo not given)	-0.3	2.7	-1.4	-2.4	0.3	i	-4.0	-1.7	0.0	-5.7
c1ccc(N2[C@@H]3CC[C@H]2c2ccccc2C3)cc1	0.7	6.9	2.0	0.7	-2.7	i	-8.0	1.0	-1.8	.
OC(c1ccccc1)(c1ccc(Cl)cc1)C1CN2CCC1CC2 (stereo not given)	2.6	0.4	2.0	-0.7	-5.4	i	-16.6	-3.5	0.5	14.8
CN1C(=O)C(=Cc2ccc(Sc3ccccc3)o2)C(=O)N(C)C1=S	3.7	18.0	39.2	3.1	3.0	+	-28.9	2.3	-0.6	49.8
Cc1nn(Cc2ccccc2)c(Cl)c1C(=O)OCC(=O)Nc1cccc2ccccc12	2.2	-4.8	10.7	1.5	-9.8	i	10.8	-0.1	-0.8	-2.5
CCOc1ccc(Cl)cc1CNCCc1ccc(F)cc1	1.1	1.1	2.1	2.7	-7.1	i	0.3	-2.6	0.1	-19.9
O=C(c1cc2cc(F)ccc2[nH]1)N1CCC2(CC1)OCCO2	-1.2	1.2	1.1	4.0	2.4	i	10.7	0.0	-0.4	-2.4

3 consecutive entries from above:
SMILES	SUMO1 PPI mod	CSN deneddyl inh	DNMT1 inh	STEP block	NadD inh	Rpn11 block	PABP1 MLLE inh	LMPTP inh	TbMetRS inhib	Scp-1 inhibitor
Cc1nn(Cc2ccccc2)c(Cl)c1C(=O)OCC(=O)Nc1cccc2ccccc12	2.2	-4.8	10.7	1.5	-9.8	i	10.8	-0.1	-0.8	-2.5
CCOc1ccc(Cl)cc1CNCCc1ccc(F)cc1	1.1	1.1	2.1	2.7	-7.1	i	0.3	-2.6	0.1	-19.9
O=C(c1cc2cc(F)ccc2[nH]1)N1CCC2(CC1)OCCO2	-1.2	1.2	1.1	4.0	2.4	i	10.7	0.0	-0.4	-2.4

Individual results from the results shown:
CCOC(=O)Cn1cc(C(=O)c2ccccc2)c2ccccc21 – LMPTP inh = -0.2
COc1cccc(NP(=O)(Oc2ccccc2)Oc2ccccc2)c1 – STEP block = -0.2

(more compounds)
SMILES	SUMO1 PPI mod	CSN deneddyl inh	DNMT1 inh	STEP block	NadD inh	Rpn11 block	PABP1 MLLE inh	LMPTP inh	TbMetRS inhib	Scp-1 inhibitor
CN(C)C(=O)Oc1cccc(OCc2n(C)c3ccccc3[n+]2C)c1	1.1	-1.1	6.4	-2.7	-5.7	i	-17.5	-2.3	-0.2	-2.5
CN1CCC(OC(=O)Cc2ccccc2)CC1	-2.8	2.9	0.1	-1.8	1.6	i	9.3	-1.1	-0.8	-6.6
Cc1ccc(C(O)(C(=O)OC(C)C)C(O)c2ccccc2)cc1 (stereo not given)	-0.4	-4.9	.	.	.	.	.	-1.1	-1.1	.
Cc1cccc(C)c1-n1nnnc1C(c1ccnc2ccccc12)N1CCC2(CC1)C(=O)NCN2c1ccccc1 (stereo not given)	6.4	0.6	-7.4	1.3	4.7	i	-2.8	4.7	0.6	.
O=C(COc1ccc2ccc(=O)oc2c1)N1C[C@H]2C[C@@H](C1)c1cccc(=O)n1C2	2.9	-1.3	-0.4	0.5	0.1	i	-8.2	-1.5	1.4	1.4
O=C(COC(=O)Cc1ccccc1)NCCNC(=O)COC(=O)Cc1ccccc1	1.1	-0.1	4.2	-3.4	-2.0	i	-2.6	-1.7	-0.2	-8.9
CCOC(=O)[C@]12Cc3cc(OC)ccc3[C@H]1N(CC(=O)OC)C(=O)c1cc(OC)ccc12	3.5	-0.8	.	.	1.4	.	.	-0.1	-0.6	.
CNC(=O)Oc1ccc(C(=O)N2c3ccccc3NC(=O)C2C)cc1 (stereo not given)	5.3	-3.5	-1.1	-2.1	0.2	i	-10.1	-0.6	-0.1	-1.1
CC(Cc1cnccn1)NCc1c(C(=O)N2CCCCCCC2)nc2ccc(Cl)cn12 (stereo not given)	-0.7	1.5	-1.0	-0.9	-2.7	i	-17.2	0.4	0.2	-10.2
Cc1cccc(OP(=O)(NCc2ccccc2)Oc2cccc(C)c2)c1	1.4	-5.9	-2.3	0.8	6.0	i	1.3	4.6	-0.5	-15.3
O=C(NC1CC1)C1CSC(c2cccnc2)=N1 (stereo not given)	1.3	-5.4	0.4	-0.7	-4.2	i	37.4	0.6	-0.2	-4.3

Source: PubChem
